ATXN2 expr inh = ATXN2 expression inhibition; Potency, µM (titrated, usually from 57 µM), for inactives: at the top dose activity change, negative = inhibition, actives largely listed as inhibitors; 360,000 compounds, 0.72% hits; HEK-293 ATXN2-luciferase reporter, luminescence, 24 h; note: potency is the fitted concentration of half-maximal effect; % is set by controls: 0 for no effect and ±100 for the full control effect; nearly all actives have a fitted effect of over 55% in size
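ATXN2-luciferase reporter cells (luciferase flanked by upstream and downstream ATXN2 gene portions) were treated 24 h at 37 °C with compounds at up to 57 uM. SteadyGlo luminescence gave expression; GF-AFC fluorescence gave viability.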
SW480 rerep = DNA re-replication induction in SW480 cells. SW480 DNA re-replication, Hoechst DNA content imaging, 48 h. Potency, µM (top dose mostly 46.1 µM), for inactives: at the highest dose re-replication activation, actives largely listed as activators. 340,000 compounds, 1.8% hits; note: potency is the fitted concentration of half-maximal effect; % of control where 0% means no effect; nearly all actives have a fitted effect of over 55% in size
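First, 250 cells per well were seeded. Next, compound or vehicle (23 nL) was pinned in, plates sat 48 hr at 37 C. Finally Hoechst was added for 40 min before fluorescence scanning.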
WRN helicase inh = inhibitors of human WRN helicase. WRN helicase unwinding, fluorescent forked duplex, kinetic. Potency, µM (series often up to 114 µM), for the others: at the top dose activity change, negative = inhibition, actives largely listed as inhibitors. Q14191. 360,000 compounds, 0.46% hits; note: potency is the fitted concentration of half-maximal effect; % is set by controls: 0 for no effect and ±100 for the full control effect; nearly all actives have a fitted effect of over 55% in size
Target sequence (Q14191 whole entry, looked up): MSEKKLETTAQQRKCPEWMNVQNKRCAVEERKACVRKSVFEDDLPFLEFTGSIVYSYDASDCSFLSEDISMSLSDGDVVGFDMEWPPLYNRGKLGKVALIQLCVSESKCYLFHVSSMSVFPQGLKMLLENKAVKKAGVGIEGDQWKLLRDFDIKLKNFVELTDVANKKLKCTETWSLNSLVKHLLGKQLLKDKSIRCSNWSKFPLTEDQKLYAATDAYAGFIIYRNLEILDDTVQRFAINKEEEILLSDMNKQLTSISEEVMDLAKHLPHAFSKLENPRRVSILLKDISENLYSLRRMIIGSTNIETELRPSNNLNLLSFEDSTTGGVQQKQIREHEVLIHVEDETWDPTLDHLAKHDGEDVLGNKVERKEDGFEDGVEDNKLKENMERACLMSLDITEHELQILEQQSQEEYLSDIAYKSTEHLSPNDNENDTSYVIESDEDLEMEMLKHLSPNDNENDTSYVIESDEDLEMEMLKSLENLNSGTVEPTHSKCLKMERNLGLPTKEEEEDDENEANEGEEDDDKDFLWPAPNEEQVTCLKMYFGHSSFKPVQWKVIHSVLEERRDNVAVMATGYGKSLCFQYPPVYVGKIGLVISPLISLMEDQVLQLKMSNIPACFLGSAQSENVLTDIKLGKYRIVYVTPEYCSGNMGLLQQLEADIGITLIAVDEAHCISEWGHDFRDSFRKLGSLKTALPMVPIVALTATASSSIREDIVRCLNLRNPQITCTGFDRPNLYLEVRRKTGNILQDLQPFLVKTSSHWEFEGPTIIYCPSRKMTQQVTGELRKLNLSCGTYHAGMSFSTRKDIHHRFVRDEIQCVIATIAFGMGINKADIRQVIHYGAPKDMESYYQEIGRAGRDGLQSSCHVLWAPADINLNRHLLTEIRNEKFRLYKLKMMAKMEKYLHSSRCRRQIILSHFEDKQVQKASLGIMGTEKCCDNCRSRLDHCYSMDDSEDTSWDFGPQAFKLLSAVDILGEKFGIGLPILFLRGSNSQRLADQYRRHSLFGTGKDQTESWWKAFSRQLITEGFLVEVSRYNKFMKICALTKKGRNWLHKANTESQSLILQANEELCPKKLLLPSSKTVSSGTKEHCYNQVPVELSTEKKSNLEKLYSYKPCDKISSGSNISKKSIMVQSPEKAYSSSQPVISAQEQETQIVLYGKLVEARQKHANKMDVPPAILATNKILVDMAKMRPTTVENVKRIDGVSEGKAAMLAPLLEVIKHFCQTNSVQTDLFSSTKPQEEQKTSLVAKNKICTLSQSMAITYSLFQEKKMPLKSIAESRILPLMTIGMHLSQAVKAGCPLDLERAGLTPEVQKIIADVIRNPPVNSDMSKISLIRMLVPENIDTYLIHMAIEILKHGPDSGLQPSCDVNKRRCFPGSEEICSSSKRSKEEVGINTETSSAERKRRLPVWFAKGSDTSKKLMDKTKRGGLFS
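WRN at 20 nM final was preincubated with compound for 15 min at room temperature; reaction started with 100 nM forked duplex oligonucleotide carrying fluorophore and quencher plus 2 mM ATP (final). Unwinding followed kinetically by red fluorescence (ex 525/em 598 nm).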
KB-V1 MDR tox = kills drug-selected multidrug resistant KB-V1 cells | 400,000 compounds, 3.4% hits | Potency, µM (series often up to 46.1 µM), inactives show at the highest dose activity change, negative = cytotoxicity, most hits filed as cytotoxic | KB-V1 MDR cells viability, CellTiter-Glo, 72 h; note: potency is the fitted concentration of half-maximal effect; % is set by controls: 0 for no effect and ±100 for the full control effect; nearly all actives have a fitted effect of over 60% in size
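Cytotoxicity toward P-gp-expressing KB-V1 cells was determined as loss of CellTiter-Glo luminescence after 72 h at 37 degrees C. Compounds were tested in quantitative HTS format across a concentration range, with curves fitted to normalized data.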
IL-1B inflam inh = inhibitors of inflammasome signaling (IL-1 beta secretion) | THP-1 LPS/ATP IL-1B secretion, AlphaLISA, 16 h; hits give low values | activity change, % at 57.5 µM | 360,000 compounds, 4.7% hits; in the data active = activity change below about -50%; inconclusive = mostly about -30% to -49%; note: % is set by controls: 0 for no effect and ±100 for the full control effect
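Secreted IL-1B measured by AlphaLISA bead assay after 16 h compound exposure of THP-1 cells; compounds (final up to 57.5 uM) added 1 h before LPS (250 ng/mL) and ATP (1.25 mM) stimulation; lower signal means less secretion.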
MCF10A rereplic = inducers of DNA re-replication in MCF 10A breast cells; MCF 10A DNA re-replication, Hoechst nuclear intensity, 48 h; Potency, µM (series often up to 46.1 µM), for inactives: at the highest dose activity, positive = re-replication, hits mostly activators; 350,000 compounds, 2.9% hits; note: potency is the fitted concentration of half-maximal effect; % of control where 0% means no effect; nearly all actives have a fitted effect of over 50% in size
HT1080-NT tox = kills 2HG-producing HT-1080-NT fibrosarcoma cells; HT-1080-NT fibrosarcoma viability, CellTiter-Glo ATP luminescence, 48 h; Potency, µM (titrated, usually from 46.1 µM), inactives show top-dose activity, negative = less viability, usual class: cytotoxic; 360,000 compounds, 1.6% hits; AID 686970;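 note: NT is the 2HG producing partner of a matched IDH1 knockdown line; potency is the fitted concentration of half-maximal effect; 0% = DMSO-treated cells and -100% = media-only wells without cells; nearly all actives have a fitted effect of over 55% in size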
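Toxicity toward the 2HG-producing NT line was scored as %Activity, normalised to DMSO and no-cell wells, from CellTiter-Glo luminescence after 48 hours' treatment.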
KB-3-1 cytotox = kills parental KB-3-1 adenocarcinoma cells; 400,000 compounds, 1.4% hits; Potency, µM (titrated, usually from 46.1 µM), for inactives: at the highest dose activity change, negative = cytotoxic, usual class: cytotoxic; KB-3-1 viability, CellTiter-Glo ATP luminescence, 72 h; AID 1347075; note: potency is the fitted concentration of half-maximal effect; % is set by controls: 0 for no effect and ±100 for the full control effect; nearly all actives have a fitted effect of over 60% in size
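KB-3-1 cells, DMEM (no phenol red) + 10% FBS; compound by pin transfer, 72 h, 37 °C. Readout: CellTiter-Glo luminescence after 10 min. Data normalized, curve-fitted.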
HT1080 IDH1KD tx = kills HT-1080 cells with IDH1 knockdown. AID 686971. 360,000 compounds, 2% hits. Potency, µM (top dose mostly 46.1 µM), for the others: at the highest dose activity, negative = toxicity, usual class: cytotoxic. HT-1080 IDH1 knockdown viability, ATP luminescence, 48 h;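 note: potency is the fitted concentration of half-maximal effect; 0% = DMSO wells and -100% = cell-free medium wells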
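Knockdown cells (IDH1KD HT-1080) received compounds 2 h after plating at 750 cells/well and were kept 48 h at 37 °C in 5% FBS RPMI. A CellTiter-Glo luminescence read gave % activity for curve fitting.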
* = called active by the depositor; i = inactive; ? = inconclusive; / = not tested or not shown; [ ] = remark or other dose. Unless noted, calls come from the whole dose curve; as a rule, active = well fitted curve in the direction sought with a large enough effect; inconclusive = small, poorly fitted or top-dose-only effect, or another doubt; inactive = no such curve, though single readings can be large; an effect the other way counts as inactive or inconclusive. The order is random; overall some 12% were active at least once.

SMILES	ATXN2 expr inh	SW480 rerep	WRN helicase inh	KB-V1 MDR tox	IL-1B inflam inh	MCF10A rereplic	HT1080-NT tox	KB-3-1 cytotox	HT1080 IDH1KD tx
CCC1(c2ccccc2)NC(=O)N(CC(=O)c2ccc3c(c2)OCO3)C1=O (stereo not given)	0%	-1%	-9%	-22%	19	-14%	0%	-12%	-9%
O=S(=O)(c1ccccc1)n1nc(-c2ccccc2)nc1NCc1ccco1	15%	0%	-10%	22%	-10	1%	0%	-1%	-2%
C/C(=N\NC(=O)c1cccs1)c1cccnc1	33%	9%	-6%	12%	-12	-1%	12%	-5%	16%
O=S(=O)(Nc1ncccn1)c1ccc(NC(=S)N2CCN(c3cccc(C(F)(F)F)c3)CC2)cc1	-22%	8%	-24%	/	8	15%	-16%	/	-2%
CC(C)C(=O)NCCc1nc2ccccc2n1C	2%	-5%	3%[57.1 µM]	28%	-8	-4%	20%	-1%	17%
Cc1cc(C(=O)N[C@H](c2ccccc2)[C@@]2(C)C[C@@H]2[C@@H](C)C(=O)Nc2ccc3ccccc3c2)n(C)n1	-1%	15µM*	-10%	?	0	?	-24%	?	-16%
Cc1ccc(C)c(NC(=O)CCC(=O)OC(C(=O)c2ccccc2)c2ccccc2)c1 (stereo not given)	-7%	-3%	-2%	4%	7	7%	7%	-3%	9%
CCOC(=O)C1(CCCc2ccccc2)CCN(C(=O)CCc2cnccn2)CC1	-36%	8%	3%	0%	-28	-16%	-5%	-2%	-10%
Cc1sc(NC(=O)COc2ccccc2)c(C#N)c1C	34%	-1%	-19%	-14%	13	1%	?	14%	14%
CCOc1ccc(S(=O)(=O)NCCC(=O)N(C)CC(=O)Nc2ccc(OC)cc2)cc1	3%	-1%	-5%	-3%	-11	-1%	18%	-2%	17%
CCOC(=O)CSc1nnc(NC(=O)C2CC(=O)N(c3ccc(F)cc3)C2)s1 (stereo not given)	-4%	-22%	-34%	3%	i	-15%	-6%	22%	-5%
O=C(NCc1ccco1)c1cccc(S(=O)(=O)N2CCCC2)c1	6%	16%	-5%[57.1 µM]	5%	-8	-27%	7%	6%	16%
Cc1cccc(C)c1NC(=O)C1C(c2ccc3c(c2)OCO3)=Nc2ccccc2N1C(=O)c1cccc(C(F)(F)F)c1 (stereo not given)	/	/	-8%	-26%	-57*	/	-15%	?	-3%
COc1ccccc1NC(=O)Nc1ccc2c(c1)OCCO2	42%[activator]	-5%	-3%	0%	0	-2%	-27%	0%	?
COc1ccc(C)cc1S(=O)(=O)N(CC(=O)NC1CCCC1)c1ccc(F)cc1	-15%	8%	-23%	?	?	8%	0%	-2%	-5%
Cc1ccccc1S(=O)(=O)NC(=O)C1(C)CCN1C(=O)Cc1cc(F)ccc1F (stereo not given)	11%	/	7%	5%	10	/	23%	0%	14%
CCCCOP(=O)(c1ccc(N(C)C)cc1)C(O)c1c(Cl)cccc1Cl (stereo not given)	-29%	0%	2%	-2%	-12	-1%	-21%	3%	-23%
COc1cccc(CNC2CCCC2)c1	-2%	-10%	6%	6%	7	4%	9%	1%	4%
CCOC(=O)Oc1c(OC)cc(C(=O)O[C@@H]2C[C@@H]3CN4CCc5c([nH]c6cc(OC)ccc56)[C@H]4C[C@@H]3[C@H](C(=O)OC)[C@H]2OC)cc1OC	?	?	2%	?	0	?	15µM*	?	?
COc1cc(C(=O)NCCNC(=O)c2cc(OC)c(C)c(OC)c2)cc(OC)c1C	-11%	-14%	1%	0%	38	-1%	13%	25%	-1%
COC(=O)CSc1nc2c(cnn2-c2ccc(Cl)cc2)c(=O)[nH]1	8%	-5%	12%	-29%	14	-12%	7%	-9%	20%
CCC(Sc1nc2ncccc2[nH]1)C(=O)NC1CCC(C)CC1 (stereo not given)	-13%	-9%	-3%	-9%	13	4%	-6%	-5%	-6%
CS(=O)(=O)Nc1ccccc1Oc1ccccc1	0%	1%	-2%	0%	49	2%	0%	4%	0%
C=CCn1c(CNC(=O)c2ccco2)nnc1SCC(=O)c1ccc(F)cc1	12%	-6%	8%	-7%	14	-1%	17%	-11%	9%
CN(Cc1cccs1)C(=O)C1CCN(S(=O)(=O)c2ccccc2)CC1	-1%	1%	7%	-1%	1	2%	-1%	10%	-1%

5 of the entries above in order of the IL-1B inflam inh value, largest number first.
smiles | WRN helicase inh | IL-1B inflam inh
COc1cc(C(=O)NCCNC(=O)c2cc(OC)c(C)c(OC)c2)cc(OC)c1C | 1% | 38
C=CCn1c(CNC(=O)c2ccco2)nnc1SCC(=O)c1ccc(F)cc1 | 8% | 14
O=S(=O)(Nc1ncccn1)c1ccc(NC(=S)N2CCN(c3cccc(C(F)(F)F)c3)CC2)cc1 | -24% | 8
CN(Cc1cccs1)C(=O)C1CCN(S(=O)(=O)c2ccccc2)CC1 | 7% | 1
CCOC(=O)Oc1c(OC)cc(C(=O)O[C@@H]2C[C@@H]3CN4CCc5c([nH]c6cc(OC)ccc56)[C@H]4C[C@@H]3[C@H](C(=O)OC)[C@H]2OC)cc1OC | 2% | 0

Continued.
SMILES	ATXN2 expr inh	SW480 rerep	WRN helicase inh	KB-V1 MDR tox	IL-1B inflam inh	MCF10A rereplic	HT1080-NT tox	KB-3-1 cytotox	HT1080 IDH1KD tx
CC(C)Cn1c(=O)c2ccccc2n2c(CCC(=O)NCc3ccccn3)nnc12	1%	-6%	7%	-6%	-8	-2%	17%	-4%	-5%
Cc1cc(C)n(Cc2ccc(NC(=O)c3nn(C)cc3[N+](=O)[O-])cc2)n1	19%	2.9µM*	4%	?	-63*	2.3µM*	10µM*	3%	6.3µM*
Nc1ccc(Oc2ccc(Cl)cc2)cc1	8%	0%	-10%	-5%	-18	0%	-19%	6%	0%
Cc1cc(C)cc(NC(=O)Nc2cccc(S(N)(=O)=O)c2)c1	7%	?	0%	-1%	/	-4%	-3%	-10%	-17%
CS(=O)(=O)Nc1cccc(NC(=O)c2cccc3c(-c4cccnc4)coc23)c1	-23%	/	1%	-23%	-8	/	-11%	-4%	-15%
C=CCn1c(SCC(=O)Nc2ccc(C(=O)O)cc2)nc2sc(C)c(C)c2c1=O	5%	-3%	-2%	?	-13	6%	-3%	6%	-3%
C=CCN=C(NC#N)SCC(=O)NCc1ccccc1	-8%	2%	-22%	0%	-7	-1%	6%	-2%	12%
COc1ccc(Nc2c(CCc3ccccc3)nc3nc(C)cc(C)n23)cc1	-26%	/	-8%	-12%	-8	/	?	?	?
COC(=O)c1ccc(Sc2ccccc2NS(=O)(=O)c2ccc(C)cc2)nc1	-1%	-12%	-9%	-11%	26	2%	-2%	-2%	19%
Cc1[nH]c(=O)[nH]c(=O)c1S(=O)(=O)N1CCN(c2ccccc2F)CC1	-4%	-2%	-3%	3%	2	13%	1%	2%	5%
COCCNc1nc2ccccc2n2cnnc12	/	-30%	-7%	1%	3	1%	28%	2%	13%
O=C(CC1C(=O)NCCN1C(=O)Nc1ccccc1)Nc1cc(Cl)ccc1Cl (stereo not given)	-28%	4%	-4%	20%	?	12%	-13%	12%	-12%
COc1ccc(/C=N/NC(=S)NCCc2ccccc2)cc1	/	-24%	-12%	13%	24	17%	-15%	-2%	-6%
Cc1cccnc1NC(=S)Nc1ccc(Br)cc1Cl	/	0%	-6%	-16%	-7	5%	-6%	1%	-6%
CN(/C=C/C(=C/C=[N+](C)c1ccccc1)OCCCS(=O)(=O)[O-])c1ccccc1	2%	-6%	-28%	?	31	-9%	-4%	24%	-2%
CCCCOC(=O)Nc1sc2nc(C)cc(C)c2c1-n1cccc1	-1%	-7%	3%	14%	0	-2%	41%	-4%	14%
CN1CCCC1CCNS(=O)(=O)c1ccc(Br)cc1 (stereo not given)	-12%	-9%	9%	11%	7	9%	?	-6%	?
CCCCn1c(N)c(N(CC(C)C)C(=O)CN2C(=O)c3ccccc3C2=O)c(=O)[nH]c1=O	1%	-93%[inhibitor]	9%	27%	-3	-1%	14%	1%	12%
COc1ccccc1NC(=O)c1sc2nc(N3CCOCC3)c3c(c2c1N)CCCC3	-14%	?	-18%	-13%	i	?	16%	0%	5%
CCC(CC)C(=O)N(C)c1c(C)nc2c(OCc3ccccc3OC)cccn12	-26%	/	-6%	6%	25	/	?	0%	18%
Cc1ccc(S(=O)(=O)Nc2cccc(C(=O)N3CCC(C(N)=O)CC3)c2)cc1	/	-1%	1%	-1%	26	-2%	-4%	-2%	1%
O=C(c1csc(Nc2ccccc2Cl)n1)N1CCCC1	65%[activator]	-1%	1%	21µM*	-9	-2%	-1%	4%	9%
CCOc1ccc(S(=O)(=O)Nc2ccc(C(=O)NCC3CCCO3)cc2)cc1 (stereo not given)	1%	13%	-20%	-10%	i	-4%	7%	10%	15%
CCOc1ccccc1Nc1cc(C)nc2nc(C)nn12	7%	-3%	-3%	0%	5	-6%	7%	4%	1%

3 compounds picked at random from those above:
SMILES	ATXN2 expr inh	SW480 rerep	WRN helicase inh	KB-V1 MDR tox	IL-1B inflam inh	MCF10A rereplic	HT1080-NT tox	KB-3-1 cytotox	HT1080 IDH1KD tx
Cc1[nH]c(=O)[nH]c(=O)c1S(=O)(=O)N1CCN(c2ccccc2F)CC1	-4%	-2%	-3%	3%	2	13%	1%	2%	5%
CC(C)Cn1c(=O)c2ccccc2n2c(CCC(=O)NCc3ccccn3)nnc12	1%	-6%	7%	-6%	-8	-2%	17%	-4%	-5%
CN(/C=C/C(=C/C=[N+](C)c1ccccc1)OCCCS(=O)(=O)[O-])c1ccccc1	2%	-6%	-28%	?	31	-9%	-4%	24%	-2%

Single entries from the entries so far:
Entry of COc1ccc(Nc2c(CCc3ccccc3)nc3nc(C)cc(C)n23)cc1 in ATXN2 expr inh: -26%
Entry of Cc1cc(C)n(Cc2ccc(NC(=O)c3nn(C)cc3[N+](=O)[O-])cc2)n1 in MCF10A rereplic: 2.3µM*

Source: PubChem BioAssay (National Center for Advancing Translational Sciences (NCATS))
